Assay outcomes as filed in PubChem BioAssay.
L929 necroptosis: inhibitors of zVAD-triggered necroptosis, primary screen, L929 cells. L929 zVAD necroptosis rescue, ATP luminescence, 24 h; with zVAD 60 µM. viability rescue, % at 10 µM. hit rate 0.38% among 220,000;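 active means activation, scaled between plate controls, above about 75%, limit read from the data; inactive means activation under that limit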;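 further: 0% = zVAD with DMSO and 100% = DMSO alone without zVAD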
EP2 antag: human EP2 receptor antagonists, primary screen, TR-FRET cAMP, C6 glioma cells; Prostaglandin E2 receptor EP2 subtype (Homo sapiens), P43116; C6 glioma cells expressing human EP2; cells stimulated with saturating PGE2; inhibition, % at 25 µM; hit rate 0.52% among 260,000; AID 1422, 2008;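 active means percent inhibition above 40 after rounding to a whole number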;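 further: rat C6 glioma host cells with rolipram phosphodiesterase inhibitor present; the protocol text gives 20 µM as final concentration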
Target sequence (P43116 whole entry, looked up): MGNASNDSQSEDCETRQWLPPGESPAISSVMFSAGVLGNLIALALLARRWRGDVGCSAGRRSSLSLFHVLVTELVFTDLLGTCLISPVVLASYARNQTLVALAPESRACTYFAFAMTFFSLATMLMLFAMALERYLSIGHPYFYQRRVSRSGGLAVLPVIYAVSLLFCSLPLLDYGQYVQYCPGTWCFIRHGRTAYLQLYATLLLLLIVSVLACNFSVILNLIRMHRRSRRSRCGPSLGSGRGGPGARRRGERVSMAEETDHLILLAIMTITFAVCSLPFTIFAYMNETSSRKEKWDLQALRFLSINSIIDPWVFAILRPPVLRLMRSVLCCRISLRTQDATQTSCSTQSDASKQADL
Hck Nef HTS: inhibitors of Nef-activated human Hck kinase, primary screen, biochemical, Z-Lyte FRET, 384-well, Hck-YEEI; Recombinant Hck-YEEI plus Nef, Z-Lyte FRET kinase assay; inhibition, % at 20 µM; AID 463187, 2010; Tyrosine-protein kinase HCK (Homo sapiens), P08631; hit rate 0.68% among 220,000;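 active means Hck-Nef kinase inhibition above about 50%, limit read from the data; inactive means inhibition below that limit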;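 further: 0% = DMSO with Hck plus Nef and 100% = Hck alone without Nef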
Target sequence (P08631 whole entry, looked up): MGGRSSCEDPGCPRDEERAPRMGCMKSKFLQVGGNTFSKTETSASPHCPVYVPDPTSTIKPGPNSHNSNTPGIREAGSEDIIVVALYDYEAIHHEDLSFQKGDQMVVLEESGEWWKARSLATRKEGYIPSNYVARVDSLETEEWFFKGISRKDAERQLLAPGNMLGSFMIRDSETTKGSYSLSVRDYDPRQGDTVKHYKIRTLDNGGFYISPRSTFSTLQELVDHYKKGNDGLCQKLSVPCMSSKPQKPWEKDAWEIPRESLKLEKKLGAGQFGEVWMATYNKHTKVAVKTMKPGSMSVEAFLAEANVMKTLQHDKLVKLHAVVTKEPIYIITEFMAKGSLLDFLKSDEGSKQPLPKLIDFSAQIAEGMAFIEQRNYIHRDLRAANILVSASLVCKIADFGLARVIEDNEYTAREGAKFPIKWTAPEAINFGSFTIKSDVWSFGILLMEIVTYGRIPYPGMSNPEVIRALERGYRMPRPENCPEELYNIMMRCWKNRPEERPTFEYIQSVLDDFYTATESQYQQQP
TNF necrop inh: inhibitors of TNF-alpha triggered necroptosis, primary screen, cell-based, Jurkat FADD-/-, single concentration; Jurkat FADD-/- TNF necroptosis rescue, ATP luminescence, 24 h; 0 = TNF only, 100 = no-TNF cells; activation (protection from cell death), % at 10 µM; AID 463075, 2010; hit rate 0.068% among 220,000;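 active means activation, meaning protection from cell death, of at least 50% relative to plate controls; inactive means activation below 50%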;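 further: necroptosis triggered by 40 ng/mL TNF-alpha added together with compound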
EP2 mod: EP2 receptor modulators, cAMP readout, primary screen, cell-based, HTRF cAMP, PGE2 stimulation. hit rate 0.83% among 260,000. Prostaglandin E2 receptor EP2 subtype (Homo sapiens), P43116. EP2-expressing cells, cAMP HTRF FRET, PGE2 co-stimulation. induction, % at 25 µM. AID 940, 2007;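 active means compounds whose cAMP rise, as percent of the full-agonist control response, exceeds 60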;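 further: rat C6 glioma line stably carrying human EP2 under a CMV promoter; the protocol text gives 20 µM as final concentration; 100% = response of wells given 1 µM PGE2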
Runt-SMMHC FRET: inhibitors of RUNX1 Runt–CBFb-SMMHC binding, primary screen, biochemical, FRET, Cerulean-Runt, Venus-CBFb-SMMHC, uHTS | hit rate 0.74% among 220,000 | inhibition, % at 20 µM | Runt-related transcription factor 1 (Homo sapiens) + Core-binding factor subunit beta … | Cerulean-Runt/Venus-CBFb-SMMHC FRET ratio 530/480, 1 h;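 active means mean inhibition across duplicate retests at 20 µM reaching about 50%, limit read from the data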;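 further: 0% = DMSO wells and 100% = wells with excess untagged CBFb-SMMHC; inhibitors lower the FRET ratio by blocking Runt binding to CBFb-SMMHC; some results filed as inactive read as strong as hits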
RBBP9 inh: human RBBP9 inhibitors, primary screen, biochemical, fluorescence polarization, FP-Rh probe, HTS | inhibition, % at 7.94 µM | recombinant RBBP9 | Serine hydrolase RBBP9 (Homo sapiens), O75884 | hit rate 0.2% among 220,000 | AID 1515, 2009;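 active means inhibition above the campaign mean of all tested compounds plus 3 SD, cut at about 14% in these data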;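 further: plate controls were DMSO wells with RBBP9 for no effect and wells lacking RBBP9 protein for full effect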
Target sequence (O75884 whole entry, looked up): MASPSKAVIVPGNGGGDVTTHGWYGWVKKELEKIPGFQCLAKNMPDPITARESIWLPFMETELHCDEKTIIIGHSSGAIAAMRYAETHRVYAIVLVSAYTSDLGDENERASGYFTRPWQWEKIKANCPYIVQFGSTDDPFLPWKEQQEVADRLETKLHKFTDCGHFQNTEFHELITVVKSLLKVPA
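System: RBBP9 protein | Quantity: 2.5 µM RBBP9 dispensing solution, before mixing | Reagent: FP-Rh probe, 375 nM dispensing solution | Timing: Enzyme-compound preincubation 30 min, then probe labeling 45 min, 25 °C | Measured by: Fluorescence polarization | Read-out: % inhibition | Replication: One well per compound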
PERK inh: block of dimerizer-induced PERK translation repression, primary screen, PERK inhibitor project, CHO PERK-DD cells, SEAP luminescence, HTS; Eukaryotic translation initiation factor 2-alpha kinase 3 (Homo sapiens), Q9NZJ5; CHO PERK-DD fusion, SEAP luminescence translation reporter; inhibition, % at 5.6 µM; hit rate 0.17% among 220,000;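 active means inhibition above the mean inhibition of all tested compounds plus 3 SD, set separately per screening campaign, cut at about 2.9% in these data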;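 further: PERK kinase domain activated by AP20187 dimerizer at 100 nM; 0% = DMSO with dimerizer and 100% = rapamycin at 8.4 µM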
Runt-CBFb FRET: inhibitors of RUNX1 Runt–CBFb binding, primary screen, biochemical, FRET, Cerulean-Runt, Venus-CBFb, uHTS. Runt-related transcription factor 1 (Homo sapiens) + Core-binding factor subunit beta …. Cerulean-Runt/Venus-CBFb FRET ratio 530/480, 1 h. inhibition, % at 20 µM. hit rate 0.46% among 220,000;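 active means inhibition over about 50% at 20 µM in the single-dose screen, limit read from the data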;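 further: 0% = DMSO wells and 100% = excess unlabeled CBFb competitor control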
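Assay system: Cerulean-Runt domain / Medium: Tris 50 mM pH 7.5, KCl, K2SO4, 0.01% BSA / Timing: protein complex preformed 1 h, compound exposure 1 h, room temperature, dark / Measured by: FRET, excitation 422 nm, emission at 530 and 480 nm / Evaluation: loss of energy transfer signal / Control set: 5 µM unlabeled CBFb as full-inhibition high control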
The depositor's hits bear a star; · = not tested or not shown.

SMILES	L929 necroptosis	EP2 antag	Hck Nef HTS	TNF necrop inh	EP2 mod	Runt-SMMHC FRET	RBBP9 inh	PERK inh	Runt-CBFb FRET
CCOCCCNC(=O)C1CCC(=O)N1CCc1ccccc1 (stereo not drawn)	0.2	9	1	0.8	17	-3	-1	0.4	0
CCCc1cc(O)c2c(C)cc(=O)oc2c1	0.3	16	2	-2.2	-6	-107	-11	1.2	-34
CCOC(=O)C1CC2CC(C1)CN(C(=O)C1CCCCC1)C2 (stereo not drawn)	0.0	6	-19	-0.7	10	0	-7	-1.1	-2
CC(C)C(C(=O)N1CCOCC1)N1C(=O)c2ccccc2C1=O (stereo not drawn)	1.1	5	2	-0.6	-6	4	-2	-0.5	0
CSc1nnc(-c2sc(-c3ccccc3)nc2C)n1C	0.7	3	0	-3.1	16	-1	1	-1.6	1
O=C(Nc1cccc2ccccc12)c1ccccc1NS(=O)(=O)c1cccc2cccnc12	1.5	6	6	0.7	9	-3	-4	0.1	-3
COc1ccc(C(=O)NNC(=O)c2ccccc2[N+](=O)[O-])cc1	1.0	2	2	1.4	12	-2	-1	0.5	1
N=C1SC(c2ccccc2)C(=O)N1c1ncc(Cc2ccccc2Cl)s1 (stereo not drawn)	0.3	17	-8	0.9	23	-20	-10	0.4	-12
O/N=C/c1cccn1-c1ccc(O)cc1	-0.2	4	0	-5.0	5	1	-3	1.2	1
COc1ccccc1CNC(=O)C(=O)NCC1OCCN1S(=O)(=O)c1ccc2c(c1)OCCO2 (stereo not drawn)	·	9	-5	0.2	1	4	-7	-0.1	0
COc1cc(CN/C(C)=C(\C#N)C(N)=O)cc(OC)c1OC	4.7	0	-1	-4.8	9	4	-5	0.6	-2
CCOC(=O)C1Sc2ccccc2NC1=O (stereo not drawn)	-0.7	3	9	12	-10	1	-4	1.3	-1
COC(=O)C1=C(C)NC(=O)NC1c1ccc(OCC(=O)N2CCCCC2)cc1 (stereo not drawn)	-0.1	21	-1	-2.8	18	-11	-4	0.1	-3
Nc1nc(-c2cccnc2)nn1C(=O)c1ccco1	-0.3	·	0	-0.6	42	-2	0	1.4	2
CC1CCCN(c2ccc3nc4ccccc4c(=O)n3n2)C1 (stereo not drawn)	9.6	3	20	-3.6	-12	-6	-2	-0.1	-3
Cc1cccc(C)c1NCc1n[nH]c(=S)n1-c1ccccc1	2.9	2	23	1.2	46	19	-8	0.5	9
Cc1cccc(OCC(=O)Nc2ccccc2N2CCCCC2)c1	-0.6	3	5	-2.0	52	-2	8	1.0	-4
Cc1cc(C)cc(-n2nnnc2SCC(=O)Nc2cccc(NC(=O)c3ccco3)c2)c1	4.1	14	19	-2.0	-49	4	-15	-0.7	-1
Nc1nc(N2CCOCC2)n[nH]1	1.4	-1	16	0.2	-8	2	-6	0.5	0
O=C(OCCNc1nc(-c2ccccc2)nc2ccccc12)c1ccncc1	-1.4	7	15	2.6	-30	-1	-13	-0.6	-1

Compound profiles (already shown). Screens in order: L929 necroptosis	EP2 antag	Hck Nef HTS	TNF necrop inh	EP2 mod	Runt-SMMHC FRET	RBBP9 inh	PERK inh	Runt-CBFb FRET
COc1ccc(C(=O)NNC(=O)c2ccccc2[N+](=O)[O-])cc1 is listed as 1.0	2	2	1.4	12	-2	-1	0.5	1
Cc1cc(C)cc(-n2nnnc2SCC(=O)Nc2cccc(NC(=O)c3ccco3)c2)c1 is listed as 4.1	14	19	-2.0	-49	4	-15	-0.7	-1
COC(=O)C1=C(C)NC(=O)NC1c1ccc(OCC(=O)N2CCCCC2)cc1 (stereo not drawn) is listed as -0.1	21	-1	-2.8	18	-11	-4	0.1	-3
O=C(OCCNc1nc(-c2ccccc2)nc2ccccc12)c1ccncc1 is listed as -1.4	7	15	2.6	-30	-1	-13	-0.6	-1
N=C1SC(c2ccccc2)C(=O)N1c1ncc(Cc2ccccc2Cl)s1 (stereo not drawn) is listed as 0.3	17	-8	0.9	23	-20	-10	0.4	-12

Remaining list, next part
SMILES	L929 necroptosis	EP2 antag	Hck Nef HTS	TNF necrop inh	EP2 mod	Runt-SMMHC FRET	RBBP9 inh	PERK inh	Runt-CBFb FRET
Clc1ccc2c(NNc3ccccc3Cl)ccnc2c1	0.2	10	4	-7.2	38	0	0	1.5	-3
O=C1CS/C(=N/N=C2CCCC2)N1	1.2	4	22	0.2	18	4	-9	-0.2	0
COc1c(C)cc(C(=O)C2CCCN(Cc3cnc(N4CCOCC4)s3)C2)cc1C (stereo not drawn)	-2.3	9	16	1.2	-14	-5	-7	-0.1	-1
COc1ccccc1N(CC(=O)N/N=C/c1ccc(OCC(=O)NCc2ccco2)cc1)S(=O)(=O)c1ccc(C)cc1	0.4	11	14	-1.7	-33	-4	-15	-1.3	-3
CCN(CC)S(=O)(=O)c1ccc(O)c(NC(=O)c2ccc(N3CCOCC3)c([N+](=O)[O-])c2)c1	0.8	9	3	0.8	1	-15	-6	0.9	18
Cc1nn(CC(=O)Nc2cc(S(=O)(=O)N(C)C)ccc2Cl)c(C)c1[N+](=O)[O-]	0.6	6	-2	1.6	19	2	-10	-0.8	-2
Cc1ccc(SCCNC(=S)Nc2cc(C)ccc2C)cc1	-0.8	12	-2	-11	-47	3	-14	1.2	-3
CN(C)c1nnc(-c2ccc(Cl)cc2)o1	1.9	8	21	-0.7	-7	3	4	1.1	0
Cn1nc(C(=O)N2CCN(S(=O)(=O)c3ccccc3)CC2)c2ccccc2c1=O	0.4	26	2	-1.7	-7	-5	-1	0.2	-4
O=C(CNc1n[nH]c(=O)[nH]c1=O)N/N=C/C1CC=CCC1 (stereo not drawn)	-0.1	4	-1	-0.4	7	1	-11	1.6	-1
COc1ccc(CNC(=O)c2cnccn2)cc1	-0.5	7	5	0.5	5	-8	-6	0.3	1
Cc1[nH]c2ccccc2c1C(C[N+](=O)[O-])c1cccs1 (stereo not drawn)	-0.5	9	16	-4.8	40	0	-7	0.8	0
CCOC(=O)c1cnc(-c2ccccc2)nc1Oc1ccc(C)cc1	-0.6	9	0	-3.2	40	-6	-5	1.2	-24
O=C(O)[C@H](Cc1ccccc1)NC(=O)N1CCN(c2ccc(F)cc2)CC1	2.2	12	-11	0.0	10	3	-1	1.7	1
Cc1ccc2cc(C)c(NCCO)nc2c1	-0.4	9	-1	-1.7	-1	4	-5	1.2	-1
CCn1c(=O)[nH]c2ccccc2c1=O	0.0	8	0	-0.6	17	-4	-3	0.8	-2
CC(=O)NC(=S)Nc1ccc(N2CCOCC2)c(S(=O)(=O)Nc2cc(Cl)ccc2Cl)c1	0.6	8	4	-1.6	13	2	-9	1.5	0
CCOC(=O)c1sc(NC(=O)/C=C/c2cnn(C)c2C)c(C(=O)OC(C)C)c1C	0.2	1	2	-7.0	3	6	-5	-0.4	2
Cc1ccc(S(=O)(=O)NN=C2CCN(Cc3ccccc3)CC2)cc1	-0.2	4	2	1.1	33	3	5	1.9	-3
CN(C)/C=N/c1cc(=O)n(C)c(=O)n1Cc1ccccc1	13	8	3	-1.9	26	-2	-10	0.6	0
CCOC(=O)C(=O)N1CCC(Cc2ccccc2)CC1	-0.8	4	4	0.8	-3	1	12	1.4	-5
CCc1ccc(NC(=O)COC(=O)CCCC2=NS(=O)(=O)c3ccccc3N2)cc1	-0.6	8	16	1.4	-27	2	-5	0.5	-1
COCc1c(C(=O)OCC(=O)N2c3ccccc3NC(=O)C2(C)C)oc2ccccc12	1.7	7	-1	-1.7	4	6	1	-0.7	1
Nc1cccc(Oc2ccc([N+](=O)[O-])cc2)c1	2.9	4	12	-0.4	-16	1	-8	1.8	-1
Oc1ccc(/C=N/Nc2ccnc3cc(Cl)ccc23)cc1O	25	11	39	-28	-38	0	25*	1.2	0
O=C(NCc1ccccc1)C(=O)NCC(c1ccco1)N1CCOCC1 (stereo not drawn)	0.3	9	-2	4.2	10	1	0	0.6	3
CN(C)C(CNC(=S)Nc1ccc(Cl)cc1)c1cccnc1 (stereo not drawn)	0.9	0	23	0.5	-4	-1	0	0.7	3
Cc1oc(C(C)(C)C)cc1C(=O)NC1CCN(Cc2ccccc2)CC1	0.9	14	10	0.0	-18	0	-1	-0.8	-3
O=C(OCc1ccccn1)c1ccc(COc2ccccc2Cl)o1	0.0	17	-1	-0.2	-6	0	-9	0.0	-5
CCCc1c(O)c2ccccc2[nH]c1=O	0.0	9	-2	-1.4	9	-3	0	1.8	-5
Cn1cc(C(=O)NCc2cccs2)c(=O)c2cc(S(=O)(=O)N3CCCC3)ccc21	·	9	1	-0.4	-64	-5	1	-0.8	-8
O=C(NCC(=O)N(Cc1ccc(F)cc1)C(C(=O)NC1CCCC1)c1ccco1)c1ccco1 (stereo not drawn)	-0.5	8	-1	-3.6	17	2	-4	-1.4	-2
CCOc1ccc(NC(=O)N(C2CCCC2)C2CCN(C(C)=O)CC2)cc1	2.1	5	-2	0.6	-11	0	1	-0.2	-4
Cc1ccc2c(c1)C1CN(C)CCC1N2C(=S)NC(=O)c1ccc(Cl)cc1Cl (stereo not drawn)	0.3	5	7	3.6	0	-1	0	0.5	5
CC(C)(C)c1nnc(SCC(=O)c2ccccc2)n(N)c1=O	0.4	9	0	-0.7	8	10	-6	0.6	16

Random excerpt: 2 entries already listed, in no set order.
SMILES	L929 necroptosis	EP2 antag	Hck Nef HTS	TNF necrop inh	EP2 mod	Runt-SMMHC FRET	RBBP9 inh	PERK inh	Runt-CBFb FRET
CCc1ccc(NC(=O)COC(=O)CCCC2=NS(=O)(=O)c3ccccc3N2)cc1	-0.6	8	16	1.4	-27	2	-5	0.5	-1
Cn1cc(C(=O)NCc2cccs2)c(=O)c2cc(S(=O)(=O)N3CCCC3)ccc21	·	9	1	-0.4	-64	-5	1	-0.8	-8

A portion of the library; count on the stated rates, not on these rows.
